Screening data deposited in PubChem BioAssay by National Center for Advancing Translational Sciences (NCATS).
TCR act = Activators of T cell receptors: qHTS campaign; primary human leukocytes, anti-CD3, IL-2 HTRF, 48 h; Potency, µM (highest dose often 9.22 µM), inactives show at the highest dose activation of IL-2 secretion, actives largely listed as activators; AID 504894, 2011; 330,000 tested, under 10 active; further: % of control where 0% means no effect
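IL-2 release read by HTRF sandwich (Eu cryptate donor, d2 acceptor, 665 nm emission) after 48 hr exposure of primary human leukocytes to compound together with anti-CD3 beads in the absence of co-stimulatory signals.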
A-T KAP1 phos = qHTS Assay for Identifying a Potential Treatment of Ataxia-Telangiectasia. […] A-T fibroblasts, KAP-1 phosphorylation AlphaLISA; neocarzinostatin DNA damage 30 min before lysis. Potency, µM (titrated, usually from 57.5 µM), for the others: at the highest dose activation, hits mostly activators. 320,000 compounds, 0.19% hits. AID 485349, 2010; further: potency means the concentration at half of the fitted maximal effect; % of control where 0% means no effect; nearly all actives have a fitted effect of over 45% in size
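ATM-like activity read as KAP-1 phosphorylation via AlphaLISA donor/acceptor antibody pairs after lysis and 6 hr at 25C. Cells were ATM-null patient fibroblasts ([…], hTERT), dosed 60 min, then exposed to the DSB inducer NCS for 30 min.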
TSHR antagonist = Antagonists of the Thyroid Stimulating Hormone Receptor: HTS campaign | 330,000 compounds, 0.2% hits | Thyrotropin receptor (Homo sapiens), P16473 | TSHR-expressing cells, TSH-stimulated cAMP HTRF, 2 h; stronger effect = lower value | activity change, negative = inhibition, % at 11.5 µM | AID 504810, 2011;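 active means activity change below a set negative limit, meaning inhibition stronger than a set level, cut at about -70% in these data; inconclusive means activity change between two set negative limits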; further: on the % scale 0 is the no-effect control and ±100 the full control effect
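TSHR-expressing cells were treated with compounds, then stimulated with TSH at EC80 (4nM final) for 2 hours at 37 deg C. Cellular cAMP was measured by HTRF competition between lysate cAMP and cAMP-d2 for a cryptate-labelled anti-cAMP antibody.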
S-ASM inh = Inhibitors of Secretory Acid Sphingomyelinase (S-ASM): qHTS | placental ASM, HMU-PC fluorogenic substrate, 60 min | AID 504937, 2011 | 340,000 compounds, 0.006% hits | Potency, µM (highest dose often 57.5 µM), for the others: top-dose activity change, negative = inhibition, usual class: inhibitors; further: potency means the concentration at half of the fitted maximal effect
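Human placenta-derived ASM enzyme was preincubated with compound for 10 minutes at room temperature, then given fluorogenic substrate HMU-PC0 (9 uM final) for 60 minutes at 37 °C; a pH 10 stop preceded fluorescence reading at Ex 386/Em 447 nm.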
Eya2 phos inh = qHTS Assay for Inhibitors of the Phosphatase Activity of Eya2; Protein phosphatase EYA2 (Homo sapiens), O00167; AID 488837, 2010; recombinant Eya2, OMFP fluorescence dephosphorylation (OMFP is methylfluorescein phosphate); Potency, µM (series often up to 76.9 µM), for inactives: at the top dose activity, negative = inhibition, most hits filed as inhibitors; 330,000 compounds, 0.006% hits; further: potency means the concentration at half of the fitted maximal effect; on the % scale 0 is the no-effect control and ±100 the full control effect
Target sequence (O00167 whole entry, looked up): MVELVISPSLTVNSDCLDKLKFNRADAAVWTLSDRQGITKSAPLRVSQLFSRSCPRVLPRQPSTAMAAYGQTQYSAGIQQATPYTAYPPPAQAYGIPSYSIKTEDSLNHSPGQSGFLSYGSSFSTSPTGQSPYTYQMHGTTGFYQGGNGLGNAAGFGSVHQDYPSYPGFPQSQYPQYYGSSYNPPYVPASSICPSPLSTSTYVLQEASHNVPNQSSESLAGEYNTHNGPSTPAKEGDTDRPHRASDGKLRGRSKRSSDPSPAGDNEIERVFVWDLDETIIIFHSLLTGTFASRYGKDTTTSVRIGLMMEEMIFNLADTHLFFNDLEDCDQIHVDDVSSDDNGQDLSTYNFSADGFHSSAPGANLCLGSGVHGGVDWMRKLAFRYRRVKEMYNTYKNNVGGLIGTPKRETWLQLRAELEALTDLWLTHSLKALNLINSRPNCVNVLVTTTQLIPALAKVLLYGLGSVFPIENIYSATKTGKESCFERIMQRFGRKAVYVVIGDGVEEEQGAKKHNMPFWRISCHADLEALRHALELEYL
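Eya2 protein (added as 0.2 uM solution) was preincubated with compound for 10 min at ambient temperature in 50 mM HEPES pH 7.5, 50 mM NaCl, 5 uM MgCl2, 0.05% BSA, 1 mM DTT. OMFP (added at 50 uM) then reacted 10 min; fluorescence read at 485/525 nm.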
TSG101-PTAP inh = qHTS Assay for Iinhibitors of HIV-1 Budding by Blocking the Interaction of PTAP/TSG101; Tumor susceptibility gene 101 protein (Homo sapiens), Q99816; Fluorescence polarization, FITC-PTAP peptide / Tsg101 binding; Potency, µM (series often up to 115 µM), without a hit: at the highest dose activity change, negative = inhibition, usual class: inhibitors; 340,000 tested, under 10 active; active means well fitted inhibition curve with a large enough effect in the main read-out, with a control signal flat, not every such curve was filed as active; inconclusive means small, poorly fitted or top-dose-only effect, or effect the other way, or a change in a side signal; inactive means no such curve, though single readings can be large or run the other way; further: potency means the concentration at half of the fitted maximal effect; % of control where 0% means no effect
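Steps: Tsg101 binding domain dispensed (10 uM final), compounds pinned in DMSO, FITC-labeled PTAP-motif peptide added (50 nM final); after 20 min binding at room temperature, polarization measured.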
Chronic BCR inh = qHTS Assay to Find Inhibitors of Chronic Active B-Cell Receptor Signaling; ABC-DLBCL IkBa-CBG/CBR reporter, luminescence ratio, 4 h; Potency, µM (titrated, usually from 46.1 µM), inactives show at the top dose ratio change, negative = lower green/red ratio, actives largely listed as inhibitors; 340,000 compounds, 0.05% hits; AID 493014, 2011; active means well fitted inhibition curve with a large enough effect in the signal ratio, with a control signal flat, not every such curve was filed as active; inconclusive means small, poorly fitted or top-dose-only effect, or effect the other way, or a change in a side signal; the % refers to the signal ratio;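 further: potency means the concentration at half of the fitted maximal effect; plate controls were basal doxycycline-induced cells for no effect and cells given 10 µM MG132 for full effect; MG132 reads +100%, hits lower the ratio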
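TMD8 ABC-DLBCL cells carrying doxycycline-inducible green luciferase fused to IkappaBalpha plus unfused red luciferase were exposed to compounds (up to 46 uM) for 4 hrs at 37C. Activity came from the overlap-corrected green/red luminescence ratio.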
Mito fusion act = qHTS Assay for Small Molecule Inhibitors of Mitochondrial Division or Activators of Mitochondrial Fusion | 320,000 compounds, 0.23% hits | S. cerevisiae fusion-defective mutant growth rescue, CellTiterGlo 48 h | AID 485298, 2010 | Potency, µM (top dose mostly 46.1 µM), without a hit: at the top dose growth rescue (activation), usual class: activators;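 further: potency means the concentration at half of the fitted maximal effect; % of control where 0% means no effect; nearly all actives have a fitted effect of over 45% in size; temperature-sensitive fusion mutants such as fzo1-1 at 37 °C on non-fermentable ethanol glycerol medium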
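S. cerevisiae fusion-defective temperature-sensitive mutants (e.g. fzo1-1, mgm1-5) grown 48 h at 37C in YPEG (ethanol/glycerol non-fermentable) medium with 23 nl compound per well; growth rescue read as CellTiterGlo luminescence.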
ELG1 DNA repair = qHTS screen for small molecules that inhibit ELG1-dependent DNA repair in human embryonic kidney (HEK293T) cells expressing luciferase-tagged ELG1; HEK293T ELG1-luciferase reporter, luminescence, 16 h; DNA damage induced by 5-fluorouridine; Potency, µM (titrated, usually from 46.1 µM), for inactives: at the top dose activity change, negative = inhibition, most hits filed as inhibitors; 330,000 compounds, 2.3% hits; AID 504467, 2011; further: potency means the concentration at half of the fitted maximal effect; on the % scale 0 is the no-effect control and ±100 the full control effect; nearly all actives have a fitted effect of over 55% in size
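Cells (2,000 per well) received 5-fluorouridine plus test compound or DMSO and were incubated 16 hr at 37 °C, 5% CO2. Luciferase activity was read by luminescence 30 min after ONE-Glo addition; signal suppression marked inhibition of damage-induced ELG1 function.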
a7 integrin act = qHTS for Activators of Integrin-Mediated Alleviation for Muscular Dystrophy; Potency, µM (doses to about 38.3 µM), for inactives: at the top dose activation, hits mostly activators; AID 624291, 2012; 350,000 compounds, 0.064% hits; alpha7betagal myoblasts, beta-gal FDG fluorescence, 48 h;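 further: potency means the concentration at half of the fitted maximal effect; 100% = response of the positive control SU9516; nearly all actives have a fitted effect of over 60% in size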
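alpha7betagal+/- myoblasts (passage 13, 250/well) treated 48 h at 37C with compounds at 1:260 dilution of DMSO stock. Lysed, then beta-galactosidase activity read as FDG fluorescence (ex 480/em 540) after 30 min, with pre-read for autofluorescence.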
Tb PFK inh = qHTS Assay to Find Inhibitors of T. brucei phosphofructokinase; T. brucei PFK, ADP-Glo luminescence; Potency, µM (series often up to 57.5 µM), inactives show top-dose activity, negative = inhibition, most hits filed as inhibitors; ATP-dependent 6-phosphofructokinase (Trypanosoma brucei brucei), O15648; 330,000 compounds, 0.17% hits;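 further: potency means the concentration at half of the fitted maximal effect; 0% = uninhibited 1x PFK enzyme wells and -100% = no-enzyme wells; nearly all actives have a fitted effect of over 60% in size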
Target sequence (O15648 whole entry, looked up): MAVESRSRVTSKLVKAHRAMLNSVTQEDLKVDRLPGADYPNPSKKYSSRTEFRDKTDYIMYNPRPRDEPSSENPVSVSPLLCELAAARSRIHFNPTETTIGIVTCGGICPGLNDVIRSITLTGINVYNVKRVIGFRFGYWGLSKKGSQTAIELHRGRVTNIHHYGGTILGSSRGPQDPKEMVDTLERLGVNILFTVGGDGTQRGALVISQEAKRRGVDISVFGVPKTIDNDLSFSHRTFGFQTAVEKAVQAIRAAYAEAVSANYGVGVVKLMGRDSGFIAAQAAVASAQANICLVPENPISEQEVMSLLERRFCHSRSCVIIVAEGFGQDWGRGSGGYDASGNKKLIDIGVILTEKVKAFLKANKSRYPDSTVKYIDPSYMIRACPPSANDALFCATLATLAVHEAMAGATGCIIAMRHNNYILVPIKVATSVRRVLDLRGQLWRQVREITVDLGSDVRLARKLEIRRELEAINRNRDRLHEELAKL
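In TEA buffer at pH 8.0 with 5 mM MgCl2, enzyme (1.25 nM) converted F6P (0.5 mM) and ATP (0.1 mM) for 45 min at room temperature. ADP product was read by luciferase luminescence.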
Active calls of the source: *; ? = inconclusive; / = no result given; & = joins results of further samples; [ ] = remark or other dose. Unless noted, the call rests on the fitted dose curve; in most records, active means well fitted curve in the direction sought with a large enough effect; inconclusive means small, poorly fitted or top-dose-only effect, or another doubt; inactive means no such curve, though single readings can be large; an effect the other way counts as inactive or inconclusive.

SMILES	TCR act	A-T KAP1 phos	TSHR antagonist	S-ASM inh	Eya2 phos inh	TSG101-PTAP inh	Chronic BCR inh	Mito fusion act	ELG1 DNA repair	a7 integrin act	Tb PFK inh
N#Cc1ccc(OCC(=O)Nc2ccc3[nH]c(=O)[nH]c3c2)cc1	-3%	2%	-4	0%	-13%	-3%	0%	-8%	-2%	-18%	?
Cc1ccc(C(=O)COC(=O)c2cnccn2)cc1[N+](=O)[O-]	-2%	-5%	-3	3%	-29%	-7%	2%	7%	-2%	8%	0%
O=C(Nc1cccc(S(=O)(=O)N2CCOCC2)c1)c1c2c(nc3ccccc13)CCC2	-8%[46.1 µM]	12%	-7	-1%	-4%	-4%	-3%	1%	-6%	-1%	14%
COc1cc(C(F)(F)F)c(C(=O)N(C)c2ccc(Cl)cc2)cn1	-6%	1%	3	1%	-6%	1%	-1%	5%	?	0%	-2%
COc1cc(OC)cc(C(=O)N2CCCC(c3nc(-c4ccc(C)o4)no3)C2)c1 (stereo not drawn)	3%	3%	7	2%	-1%	-4%	-8%	8%	-11%	-14%	-5%
CN(CCOc1ccccc1Cl)Cc1ccccc1	6%	14%	-7	1%	-29%	1%	10%	-11%	16%	-1%	-1%
CCOC(=O)N1CCN(c2ccc(C(C)=O)cc2F)CC1C (stereo not drawn)	-8%	1%	-10	-3%	2%	-6%	-3%	6%	-8%	11%	0%
COC(=O)Cc1csc(Nc2ccc(F)c(Cl)c2)n1	/	4%	-14	-4%	-9%	-1%	?	-9%	-16%	1%	-10%
Cc1ccc(S(=O)(=O)N2[C@@H](c3ccc(Br)cc3)C(C(=O)O)=CC[C@H]2c2cccc(Cl)c2)cc1	-3%	2%	17	-6%	-7%	-6%	1%	/	0%	19%	0%
CC(C)[C@H](NC(=O)c1ccco1)C(=O)OCC(=O)N(C)c1ccccc1	-2%	5%	5	7%	5%	0%	4%	3%	-2%	-4%	0%
COc1ccc(Br)cc1/C=C(\C(=O)O)c1ccc(S(=O)(=O)N2CCCCC2)s1	-2%	/	10	28%	10%	-4%	5%	-3%	6%	4%	0%
O=C(Nc1ccc(N2CCN(C(=O)c3ccc(Cl)cc3)CC2)cc1)c1cccs1	4%	8%	-1	6%	14%	0%	0%	0%	3%	0%	0%
COc1cc(/C=C/C(=O)OC(C)C(=O)NC2CCCCC2C)cc(Cl)c1OC (stereo not drawn)	0%	-1%	-3	-4%	-6%	3%	?	1%	5%	-17%	21%
Cc1ccc(S(=O)(=O)Nc2cc(C(C(=O)OC(C)C)C(=O)C(F)(F)F)c(O)c3ccccc23)c(C)c1 (stereo not drawn)	-7%[46.1 µM]	20%	-11	-5%	-25%	-6%	?	-3%	?	-7%	-10%
CC(=O)Nc1ccc(/C(C)=N/NC(=O)c2ccc(F)cc2)cc1	2%[46.1 µM]	3%	0	0%	4%	4%	?	-2%	26%	37%	0%
COC(=O)c1cc(OC)c(OC)cc1NC(=O)c1ccccc1	8%	-4%	2	-8%	-14%	-2%	14%	7%	?	-9%	-18%
O=C(N=C1SC2CS(=O)(=O)CC2N1c1ccc(Cl)cc1)C1CCCO1 (stereo not drawn)	0%	15%	4	-1%	-8%	0%	-8%	0%	13%	?	1%
Cc1ccc(N(C)C(=O)C2CCCN2S(=O)(=O)c2cccc3nsnc23)cc1 (stereo not drawn)	-13%	-2%	4	-4%	5%	-8%	-5%	-1%	-5%	-7%	3%
COc1ccccc1N=c1oc2cc(O)ccc2cc1C(=O)NCC1CCCO1 (stereo not drawn)	0%	-11%	19	/	-11%	-8%	?	1%	6.5µM*	-17%	-16%
CCCC(C(=O)NCCC(C)C)N(Cc1ccc(OC)cc1)C(=O)c1snc(C(N)=O)c1N (stereo not drawn)	2%	-1%	9	200%[activator]	-8%	-1%	?	-8%	?	7%	1%
CN(C)CCCNCCCNC(=O)c1ccco1	4%&-3%	-6%	6	4%&5%	-11%	-2%&2%	-4%	-1%	6%	13%	20%
Cc1cc(Cl)ccc1OC(C)C(=O)OCC(=O)c1ccc[nH]1 (stereo not drawn)	-12%	-5%	-10	-1%	-24%	-1%	2%	/	19%	0%	0%
CCN(CC)S(=O)(=O)c1ccc(N2CCOCC2)c(NC(=O)c2sccc2C)c1	-2%[46.1 µM]	10%	-6	4%	1%	-3%	-7%	/	18µM*	5%	-2%
Cc1ccc2sc(C)[n+](CCO)c2c1	4%	-5%	-1	-2%	-3%	-3%	-4%	-2%	15%	0%	-7%
CC(C)COCC(O)CCC(=O)NNC(=S)Nc1ccccc1 (stereo not drawn)	-5%[46.1 µM]	3%	18	2%	1%	-1%	-4%	0%	27%	7%	-3%
CC(=O)NCC1CCN(C(=O)C2CCC(=O)N(CCc3cccc(F)c3)C2)CC1 (stereo not drawn)	6%	4%	-1	3%	-2%	1%	3%	2%	?	-2%	-6%
CCOC(=O)CCNC(=O)N1CCCC(N2CCN(c3ccc(OC)cc3)CC2)C1 (stereo not drawn)	/	2%	-5	2%	-3%	-2%	-5%	-1%	3%	-9%	1%
O=C(Nc1ccccc1N1CCOCC1)c1cc2ccccc2o1	-5%	-3%	3	-3%	-3%	0%	8%	13%	17%	39%	-5%
C=CCN(C(=O)C1CSC2(C)CCC(=O)N12)c1nc(-c2ccccc2)cs1 (stereo not drawn)	-2%	/	-23	-4%	-3%	1%	?	-12%	?	38%	-1%
O=C(Nc1nc2ccccc2n1CCN1CCCC1)C1CCCCC1	-9%	-1%	1	-2%	-1%	-12%	-1%	-1%	14%	1%	-5%
COc1ccc(C(CC(=O)Nc2ccc(F)cc2)c2ccccc2)cc1 (stereo not drawn)	-2%	4%	-12	-9%	-4%	-3%	-1%	6%	-3%	12%	1%
COc1ccc([C@H]2CC(=O)C=C(c3ccc(CO)cc3)C2)cc1	-1%	-3%	13	-4%	6%	-2%	-2%	11%	?	15%	-6%
N#Cc1ccccc1OCCCN1CCC(Cc2ccccc2)CC1	0%	-4%	-6	-4%	7%	-1%	-2%	-5%	-16%	-55%[inhibitor]	1%
CC(C)n1c(-c2ccc(N(C)C)cc2)nc2ccccc21	6%	0%	-20	3%	-2%	-8%	1%	-5%	?	-39%	-4%
CC(NS(=O)(=O)c1ccc(OCC(=O)N2CCOCC2)cc1)c1ccccc1 (stereo not drawn)	-9%[46.1 µM]	/	-15	-1%	-2%	-3%	-21%	-3%	1%	20%	0%
CC(=O)Oc1cc(O)c2c(c1)OC(c1ccc(OC(C)=O)c(OC(C)=O)c1)C(OC(C)=O)C2=O (stereo not drawn)	0%	-9%	-2	0%	7%	-14%	9%	7%	14%	12%	3%
CC(C)(C)c1ccc(OC(=O)c2ccc3snnc3c2)cc1	2%[46.1 µM]	2%	14	0%	3%	-2%	-1%	-1%	14%	-2%	-1%

An unsorted share of the library. About 3.2% of those tested had a hit in this group.
